Screening data from PubChem.
KAT2A inh = GCN5L2 (KAT2A) acetyltransferase inhibition | Q92830 | GCN5L2 HAT assay, ThioGlo1 CoA-SH fluorescence | Potency, µM (series often up to 58.9 µM), for the others: at the highest dose activity change, negative = inhibition, most hits filed as inhibitors | 390,000 compounds, 0.21% hits | AID 504327
Target sequence (Q92830 whole entry, looked up): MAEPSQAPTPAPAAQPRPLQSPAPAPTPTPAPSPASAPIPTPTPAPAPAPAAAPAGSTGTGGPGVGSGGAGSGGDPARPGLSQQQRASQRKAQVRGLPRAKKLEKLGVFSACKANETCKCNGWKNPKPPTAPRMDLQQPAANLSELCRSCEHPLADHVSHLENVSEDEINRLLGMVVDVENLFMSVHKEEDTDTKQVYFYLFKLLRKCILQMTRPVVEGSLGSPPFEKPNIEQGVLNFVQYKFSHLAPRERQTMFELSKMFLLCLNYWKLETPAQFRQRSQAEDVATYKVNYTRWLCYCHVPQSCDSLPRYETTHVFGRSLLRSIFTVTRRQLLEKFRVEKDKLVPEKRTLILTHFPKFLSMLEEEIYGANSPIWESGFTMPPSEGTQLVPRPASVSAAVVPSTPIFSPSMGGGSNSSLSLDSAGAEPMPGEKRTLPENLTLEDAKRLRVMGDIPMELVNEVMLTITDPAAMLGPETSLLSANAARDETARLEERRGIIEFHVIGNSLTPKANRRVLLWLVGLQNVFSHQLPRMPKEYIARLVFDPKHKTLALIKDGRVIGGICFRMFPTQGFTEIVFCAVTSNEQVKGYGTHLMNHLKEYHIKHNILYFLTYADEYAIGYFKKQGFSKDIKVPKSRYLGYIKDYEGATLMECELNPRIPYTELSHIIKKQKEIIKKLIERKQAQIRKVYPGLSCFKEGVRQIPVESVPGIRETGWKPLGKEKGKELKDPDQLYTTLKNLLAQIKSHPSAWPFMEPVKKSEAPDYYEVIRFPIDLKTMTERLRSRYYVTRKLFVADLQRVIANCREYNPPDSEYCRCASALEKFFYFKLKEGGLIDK
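GCN5L2 (20 nM) in 50mM HEPES pH 7.5, 0.1mM EDTA, 0.01% Tween-20 preincubated 15 min with compounds at room temperature. Reaction started with H3(1-25) 75uM, acetyl-CoA 70uM, ThioGlo1 50uM; CoA-thiol fluorescence (Ex340/Em540) read at 0 and 20 min.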
TDP1 cell noCPT = qHTS for Inhibitors of human tyrosyl-DNA phosphodiesterase 1 (TDP1): qHTS in cells in absence of CPT; Potency, µM (series often up to 46.2 µM), inactives show top-dose activity change, negative = growth inhibition, most hits filed as inhibitors; 420,000 compounds, 15% hits; DT40 Tdp1-/- hTDP1 cells, no CPT, ATP luminescence, 48 h; AID 686978, 2013; note: nearly all actives have a fitted effect of over 55% in size
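Cells were dispensed at 400 per well, compounds added by pin tool, plates incubated ≥48 hr at 37 °C, then CellTiter-Glo added for 30 min at room temperature before luminescence reading. Line: DT40 Tdp1-/- complemented with hTDP1; camptothecin omitted.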
TDP1 cell CPT = growth inhibition of DT40 Tdp1-/-;hTDP1 cells with camptothecin (screen for TDP1 inhibitors) | chicken DT40 Tdp1-/-;hTDP1 cells + 20 nM CPT, ATP luminescence, 48 h | 420,000 compounds, 12% hits | Potency, µM (top dose mostly 46.2 µM), for inactives: top-dose activity change, negative = growth inhibition, actives largely listed as inhibitors; note: nearly all actives have a fitted effect of over 55% in size
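Chicken DT40 Tdp1-/- cells stably complemented with human TDP1 were seeded at 400 cells/well in medium containing 20 nM camptothecin, exposed to pin-transferred compounds, and grown at 37 °C for at least 48 hr. Viability was read as ATP luminescence.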
Starred values were filed as active, the others as inactive; ? = inconclusive; · = no result given; & = joins results of further samples. Calls come from the whole dose curve; as a rule, active = well fitted curve in the direction sought with a large enough effect; inconclusive = small, poorly fitted or top-dose-only effect, or another doubt; inactive = no such curve, though single readings can be large; an effect the other way counts as inactive or inconclusive. % is set by controls: 0 for no effect and ±100 for the full control effect; potency is the fitted concentration of half-maximal effect. Only part of the results is shown. The share of hits here may be higher or lower than overall.

Compound	KAT2A inh	TDP1 cell noCPT	TDP1 cell CPT
Clc1ccccc1-c1nnc2sc(-c3ccco3)nn12	-10%	-26%	-6%
COc1ccccc1CCNC(=O)c1cc(COc2cccc(C(F)(F)F)c2)on1	-23%	?	?
CCN(CC)CC(O)Cn1c2ccccc2c2ccccc21 (stereo unspecified)	-15%	?	-4%
Cc1ccc(/C(N)=N/OC(=O)CCCc2ccccc2)cc1	-19%	5%	-15%
Cc1ccc(NC(=O)c2nnn(-c3cccc(C(F)(F)F)c3)c2N)cc1	-3%	-24%	2%
COc1ccccc1NS(=O)(=O)c1cccc(NS(=O)(=O)c2ccc(Cl)c(C(=O)O)c2)c1	-3%	2%	-19%
FC(F)(F)c1nc2ccccc2n2c(-c3ccc(Cl)cc3)nnc12	-21%	12µM*	7.3µM*
C1=C[C@@H]2CCN(Cc3ccccc3)Cc3cccc(c32)C1	-4%	?	-38%
O=C(COC(=O)COc1ccccc1)Nc1ccc(S(=O)(=O)N2CCOCC2)cc1	1%	-19%	-23%
O=S(=O)(c1ccccc1)c1nc(-c2ccccc2)oc1NCc1cccnc1	2%	-24%	-17%
CCn1cc(C(=O)NCCN(C)CCc2ccccc2)c(=O)c2cc(S(=O)(=O)N(C)C)ccc21	-23%	-19%	-20%
CCN(CC)c1ccc(C(=O)NCc2ccc3c(c2)CCN3C(=O)c2cccc(C)c2)cc1	-5%	?	?
CCC(=O)Nc1ccc(NC(=O)C23CC4CC(CC(C4)C2)C3)cn1	1%	-31%	-8%
COc1ccc(NC(=O)Nc2nnc(N3CCCCC3C)s2)cc1OC (stereo unspecified)	-2%	-20%	5%
O=C(NCC(c1ccc2c(c1)OCO2)N1CCOCC1)c1ccccc1F (stereo unspecified)	-5%	-29%	?
COC(=O)c1sc(N2C(=O)c3oc4ccc(F)cc4c(=O)c3C2c2ccc(C)cc2)nc1C (stereo unspecified)	·	?	2%
CCn1nnc2c(N3CCCC3)ncnc21	·	?	?
O=C(Nc1ccc2c(c1)OCO2)C1CCCCC1	-7%	6%	-28%
CCN(CC)CC(=O)Nc1ccccc1SCC(=O)Nc1ccsc1C(=O)OC	-13%	?	?
CCN(CC)c1ccc(C2C3CCCCC3(O)CCN2CC(=O)Nc2ccccc2)cc1 (stereo unspecified)	-17%	?	?
CC(C)=CCn1c2ccc(NC(=S)NC3CC3)cc2c(=O)n1C	·	-29%	-14%
CCOC(=O)C1(Cc2cccc(OC)c2)CCN(Cc2ccccc2)CC1	-5%	?	?
Cc1cccc2c3nc4ccccc4nc3n(C)c12	1%	?	?
O=c1cc(-c2ccccc2)cc(-c2ccccc2)n1CCO	-13%	-4%	-10%
C[C@H]1CCC[C@]2(C)C[C@H]3OC(=O)C(CN4CCCCCC4)[C@H]3C=C12 (stereo partly specified)	-3%	?	?
N#Cc1cc2c(nc1SCC(=O)N1CCCCC1)CCCC2	?	-3%	-10%
O=C(CC(c1ccccc1)c1cc(Br)ccc1O)NCCN1CCOCC1 (stereo unspecified)	-9%	-21%	-10%
CCN(C(=O)COC(=O)CCC(=O)c1ccc(C)cc1)c1c(N)n(Cc2ccccc2)c(=O)[nH]c1=O	·	-29%	?
Cc1ccc(C)c(NC(=O)Nc2ccc3c(c2)OCO3)c1	1%	0%	1%
CC(=O)n1cc([C@@H]2C=C(C(=O)NCc3ccccc3)O[C@H](OCCCCO)C2)c2ccccc21	2%	18µM*	?

(cont.)
Compound	KAT2A inh	TDP1 cell noCPT	TDP1 cell CPT
Oc1ccc(/C=N/Nc2nc(-c3ccc(Cl)cc3)cc(C(F)(F)F)n2)cc1	-10%	?	?
FC(F)(F)c1nc2nccnc2[nH]1	·	?	-13%
Cc1cccc(C(=O)Nc2ccc(C(=O)N/N=C/c3cccnc3)cc2)c1	3%	-19%	8%
O=[N+]([O-])c1ccc(Cl)cc1Sc1cccc2cccnc12	-13%	?	-11%
COC(=O)c1ccc2nc(-c3ccc(F)cc3)c(Cc3ccsc3)n2c1	·	18µM*	?
S=C(NCC1CCCO1)N1CCN(c2nc(-c3ccccc3)cs2)CC1 (stereo unspecified)	-4%	?	?
Cc1ccc(Oc2cc(NC(=O)CCCn3nc(C)c([N+](=O)[O-])c3C)cc([N+](=O)[O-])c2)cc1	-16%	18µM*	16µM*
CCn1cc(C(=O)NC2CCCCC2)c(=O)c2ccc(C)nc21	-1%	-26%	-27%
C=CCNC(=S)NNC(=O)C(CCCC)CC(O)COCC(C)C (stereo unspecified)	-3%	4%	5%
COc1ccc(-c2ccc3oc(-c4ccsc4)c(-c4ccc(OC)cc4)c3c2)cc1	·	-22%	-21%
CC(C)(C)N1C(=O)[C@H]2[C@@H](c3ccc(Br)cc3)N3C(=O)N(c4cccc(Br)c4)C(=O)[C@@]3(Cc3ccccc3)[C@H]2C1=O	?	8.2µM*	?
O=C(CSC1=NS(=O)(=O)c2cc(Cl)ccc2N1)c1ccc(Cl)cc1	-7%	-2%	-4%
COC(=O)[C@@]1(Sc2ccc(C)cc2)CC(=O)N(C(=O)/C=C/c2ccccc2)[C@@H]1c1ccccc1	·	?	?
O=C(O)c1ccc(N/N=C/c2ccc(C(F)(F)F)cc2)cc1	-5%	6%	2%
CC1CN(c2cc(=O)n(Cc3ccc(F)cc3)c(=O)[nH]2)CC(C)O1 (stereo unspecified)	-3%	-1%	10%
CC(=O)c1ccc(NC(=O)CCn2cccn2)cc1	-10%	0%	27%
CCC(=O)NC(=S)Nc1ccc(OC)cc1OC	-4%	?	?
O=C(O)C(c1ccccc1)C(O)C1CC=CCC1 (stereo unspecified)	·	1%	5%
Cc1ccc(N(Cc2cc3cc(C)ccc3[nH]c2=O)C(=O)c2cccs2)cc1	1%	23µM*	?
CCOC(=O)C1=C(C)Nc2nc(SC)nn2C1c1ccc(C(=O)OC)cc1 (stereo unspecified)	-11%	-14%	-3%
CC(=O)c1ccc(NC(=O)C(C)N(C)CC(=O)Nc2cccc(F)c2)cc1 (stereo unspecified)	?	0%	-11%
CCCOC(=O)c1ccc(NC(=O)C2C3C=CC(O3)C2C(=O)O)cc1 (stereo unspecified)	-1%	-21%	-26%
COCCCNc1nc(CC(C)C)nc2c1nnn2Cc1ccccc1	-6%	?	-29%
CC(C)/C=C1\CCc2c([nH]c3ccccc23)C1=O	-6%	-5%	-25%
Cc1cc(C)c(S(=O)(=O)N2CC=C(c3ccccc3)CC2)c(C)c1	-3%	-13%	?
COc1ccccc1NC(=S)NC(=O)/C=C/c1ccco1	-8%	-22%	-15%
CN(C)c1cc[n+](Cc2ccccc2)cc1	0%	0.41µM*	0.58µM*
Cc1ccc(Nc2nnc(-c3ccccc3N)o2)cc1C	-5%	-5%	-1%
Cc1nc2nc3c(c(=O)n2[nH]1)CCC3	1%	-2%	-8%
CC[C@H](C)[C@@H](C(=O)NCCCCCCCCCCC(=O)N1CCN(C(=O)OC(C)(C)C)CC1)n1cc(CCCCCNC(=O)OC(C)(C)C)nn1	-7%	5.8µM*	4.6µM*

Record cards, from the list above.
`Cc1ccc(Nc2nnc(-c3ccccc3N)o2)cc1C` as listed: KAT2A inh: -5%; TDP1 cell noCPT: -5%; TDP1 cell CPT: -1%
`COc1ccccc1NC(=S)NC(=O)/C=C/c1ccco1` as listed: KAT2A inh: -8%; TDP1 cell noCPT: -22%; TDP1 cell CPT: -15%

(continued)
Compound	KAT2A inh	TDP1 cell noCPT	TDP1 cell CPT
Cc1ccc(S(=O)(=O)Nc2cc(-c3ccc(Cl)cc3)nn2C)cc1	-1%	-5%	5%
CC1CN(c2cc(=O)n(-c3ccccc3)c(=O)[nH]2)CC(C)O1 (stereo unspecified)	0%	1%	6%
COc1ccc(S(=O)(=O)n2nc(C)c(S(=O)(=O)N3CCOCC3)c2C)cc1	-14%	19%	-2%
Cc1nc(CN2CCN(C(=O)c3ccc(C(C)(C)C)cc3)CC2)cs1	-6%	10µM*	?
Cc1nc2nc[nH]n2c(=O)c1NC(=O)CC12CC3CC(CC(C3)C1)C2	0%&-3%	0%&-5%	?
Cc1ccc2cc(C)c3nnc(SCc4ccc(C(=O)O)cc4)n3c2c1C	-7%	-4%	-18%
CCOC(=O)c1cn(CC#N)c2cc(F)c(F)cc2c1=O	-7%	-10%	4%
CCN(CC)CC(O)Cn1c(C)c(-c2ccccc2)c2cc([N+](=O)[O-])ccc21 (stereo unspecified)	-29%	9.2µM*	21µM*
O=C(NCc1ccccn1)[C@@H]1CCCN1C(=O)[C@@H]1CCCN1	·	-15%	-20%
O=C(NCC1Cc2cccc(-c3cnccn3)c2O1)c1ccc2c(c1)OCCO2 (stereo unspecified)	·	?	?
COc1ccc(C(=O)COC(=O)/C=C/c2ccccc2)c(OC)c1	?	9%	-3%
O=C(NC1CCCCC1)C1CC(O)CN1C(=O)OCc1ccccc1 (stereo unspecified)	-4%	8%	-3%
O=C(NC(c1ccccc1)c1ccccc1)C1CCCN(S(=O)(=O)c2cnc[nH]2)C1 (stereo unspecified)	-2%	-10%	-26%
O=C(NCC(c1ccco1)N1CCN(c2ccccc2)CC1)C(=O)NC1CCCCC1 (stereo unspecified)	-1%	-28%	-29%
Cc1nc(C)c(-c2csc(Nc3ccc(O)cc3C)n2)s1	-15%	5.8µM*	16µM*
O=C(NNc1ccccc1Br)C(=O)n1ccc2ccccc21	-2%	7%	-2%
O[C@@H]1C[C@H](c2ccccc2)N(Cc2cccs2)C[C@H]1n1cc(C2CC2)nn1	·	?	-14%
Cc1ccn2c(-c3csc(NCc4ccccc4)n3)c(C)nc2c1	-6%	15µM*	?
COc1cccc(NC(=O)C2(C)CCN2Cc2cccc(OC)c2F)c1 (stereo unspecified)	·	21µM*	?
COc1ccc(-c2[nH]c(-c3ccc4c(c3)OCO4)nc2-c2ccccc2)cc1	-7%	?	?
COc1ccc(Cn2cc(CN3CC(N4CCSCC4)CS3(=O)=O)nn2)cc1 (stereo unspecified)	·	-12%	-18%
CN(C(=O)c1cccc(S(=O)(=O)N2CCCC2)c1)C1CCCCC1	-3%	?	?
COCC(=O)N1CCN(c2cccc(Cl)c2)CC1	-1%	-12%	-23%
Cc1cc(C)cc(C(O)c2ncc(-c3ccc4ccccc4c3)[nH]2)c1 (stereo unspecified)	·	?	23µM*
O=C(Nc1cccc(-n2cnnn2)c1)c1cccnc1	-5%	?	1%
COC(=O)CSc1nnc(-c2ccc(OC)cc2OC)o1	-10%	-8%	-20%
COc1ccccc1N1CCN(C(=O)CCC(=O)O)CC1	0%	-16%	-6%
CC1C/C(=N/O)C(C)CN1 (stereo unspecified)	-1%	-3%	19%
CC1Cc2nc(SCC(=O)Nc3ccc4c(c3)OCCO4)n(C)c(=O)c2S1 (stereo unspecified)	?	?	?
CCOC(=O)c1c(C)c(C)n(Cc2ccc(OC)c(OC)c2)c1C	-2%	18µM*	21µM*

3 entries out of the list, sorted by SMILES length, highest first.
Compound	KAT2A inh	TDP1 cell noCPT	TDP1 cell CPT
COc1ccc(S(=O)(=O)n2nc(C)c(S(=O)(=O)N3CCOCC3)c2C)cc1	-14%	19%	-2%
O=C(NCC1Cc2cccc(-c3cnccn3)c2O1)c1ccc2c(c1)OCCO2 (stereo unspecified)	·	?	?
CCOC(=O)c1cn(CC#N)c2cc(F)c(F)cc2c1=O	-7%	-10%	4%

Next section:
Compound	KAT2A inh	TDP1 cell noCPT	TDP1 cell CPT
CCOc1ccc(/C=N/NC(=O)c2cccc3ccccc23)c(OCC)c1	-3%	-1%	-13%
O=C(NCCC(=O)N1CCN(c2ccccc2F)CC1)c1ccco1	-7%	-18%	-18%
CCOc1ncccc1C(=O)N1CCN(c2ccc(C(F)(F)F)cn2)CC1	-3%	10µM*	?
CCCCc1nnc(NC(=O)CCSc2ccccc2)s1	3%	-20%	7%
Cc1cccc(OC(C)C(=O)N(Cc2cccs2)C2CCS(=O)(=O)C2)c1C (stereo unspecified)	-2%	?	?
CCOc1ccc(N(CC(=O)Nc2ccc(Br)cc2)S(C)(=O)=O)cc1	-3%	?	-25%
Cc1ccc(C(=O)c2cn(CC(=O)Nc3ccc4c(c3)OCCO4)c3nc(C)ccc3c2=O)cc1	24%	?	?
